Source: PubChem
TRHR agonist: qHTS for Small Molecule Agonists and Allosteric Enhancers of Human TRH Receptor: Primary Screen for Agonists | Thyrotropin-releasing hormone receptor (Homo sapiens), P34981 | TRHR cells, calcium flux fluo-8, FDSS agonist mode | activation, % at 2 µM | 0.18% of 360,000 active; in the data active means activation above about 30%; further: 0% is about no effect
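In this calcium-flux screen, cells bearing human TRHR are dye-loaded with fluo-8, baselined for 10 cycles, then exposed to library compounds; positive kinetic calcium responses during the agonist phase mark hits, with TRH as control.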
D2 PAM: HTS Assay for Positive Allosteric Modulators of the Human D2 Dopamine Receptor: Primary Screen for Potentiators; potentiation, % at 10 µM; HEK293 T-REx D2, calcium flux, EC20 dopamine potentiation; D(2) dopamine receptor (Homo sapiens), P14416; 0.34% of 340,000 active;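 active means potentiation over 3 SD above the plate norm, cut at about 30% in these data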; further: 0% is about no effect
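Primary screen. Calcium kinetics in induced HEK293 T-REx D2 cells: compound pre-addition 180 s, EC20 dopamine, 180 s more.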
Apoferritin bind: qHTS Assay for Identification of Novel General Anesthetics | 0.074% of 350,000 active | apoferritin/1-aminoanthracene competitive binding, fluorescence | Potency, µM (series often up to 77.5 µM), for the others: at the top dose activity change, negative = displacement, actives largely listed as inhibitors | Ferritin light chain (Equus caballus), P02791; further: potency means the concentration at half of the fitted maximal effect; on the % scale 0 is the no-effect control and ±100 the full control effect; nearly all actives have a fitted effect of over 20% in size
Target sequence (P02791 2-175 limits assumed): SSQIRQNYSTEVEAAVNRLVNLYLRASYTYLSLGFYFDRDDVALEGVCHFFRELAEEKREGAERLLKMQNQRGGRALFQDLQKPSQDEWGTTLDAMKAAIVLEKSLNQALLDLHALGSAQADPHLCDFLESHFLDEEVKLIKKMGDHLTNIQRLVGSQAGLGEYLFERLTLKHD
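10 uM apoferritin + 50% sat. 1-AMA, PBS; cpd 10 min RT; Ex380/Em535 endpoint; normalized to free probe vs complex; 4-param Hill fit; propofol titration as pos. ctrl.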
RXFP1 antag: qHTS Assay for Antagonists of the Relaxin Receptor RXFP1; Relaxin receptor 1 (Homo sapiens), Q9HBX9; HEK293-RXFP1, relaxin-stimulated cAMP HTRF, 30 min; stronger effect = lower value; activity change, negative = inhibition, % at 57.5 µM; 0.59% of 350,000 active;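 active means activity change of -60% or lower, but not beyond a set lower limit; inconclusive means change between -60% and -40%, or beyond the set limit; inactive means change above -40%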; further: on the % scale 0 is the no-effect control and ±100 the full control effect
Target sequence (Q9HBX9 whole entry, looked up): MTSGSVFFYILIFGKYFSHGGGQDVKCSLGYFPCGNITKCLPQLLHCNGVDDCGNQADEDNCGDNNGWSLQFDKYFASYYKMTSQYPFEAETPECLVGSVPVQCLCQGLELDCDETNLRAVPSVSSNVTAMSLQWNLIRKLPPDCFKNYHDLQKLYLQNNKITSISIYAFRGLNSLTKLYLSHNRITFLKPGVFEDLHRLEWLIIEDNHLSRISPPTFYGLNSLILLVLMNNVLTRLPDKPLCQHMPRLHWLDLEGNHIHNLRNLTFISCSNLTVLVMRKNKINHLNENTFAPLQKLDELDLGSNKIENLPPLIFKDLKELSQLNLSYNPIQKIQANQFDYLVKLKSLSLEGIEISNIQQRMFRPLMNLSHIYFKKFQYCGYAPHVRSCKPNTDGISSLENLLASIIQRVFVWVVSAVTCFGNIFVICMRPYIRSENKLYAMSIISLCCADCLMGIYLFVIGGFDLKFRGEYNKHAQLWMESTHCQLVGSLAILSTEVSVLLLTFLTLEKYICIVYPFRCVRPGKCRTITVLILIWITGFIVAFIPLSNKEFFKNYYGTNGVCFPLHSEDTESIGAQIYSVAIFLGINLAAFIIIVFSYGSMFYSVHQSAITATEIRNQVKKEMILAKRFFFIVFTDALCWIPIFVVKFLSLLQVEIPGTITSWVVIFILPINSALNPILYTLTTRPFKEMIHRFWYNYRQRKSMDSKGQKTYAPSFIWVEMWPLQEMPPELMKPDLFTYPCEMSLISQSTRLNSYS
D1 ag: Allosteric Agonists of the Human D1 Dopamine Receptor: qHTS. D(1A) dopamine receptor (Homo sapiens), P21728. HEK293 T-REx D1 cells, calcium flux, agonist mode. activation, % at 2 µM. 1% of 360,000 active; in the data active means activation above about 30%; further: 0% is about no effect
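Tetracycline-induced HEK293 TREx D1 cells, force-coupled to calcium signalling, were dye-loaded with a no-wash calcium kit. Compound was pin-added after a 10 s baseline. Fluorescence was read kinetically at 1 cycle/s for 180 s, with calcium rises flagged as agonism.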
D1 PAM: Potentiators of Human D1 Dopamine Receptor: qHTS. AID 504651, 2011. HEK293 TREx D1 cells, calcium flux, dopamine EC20 potentiation. 0.036% of 360,000 active. potentiation, % at 10 µM. D(1A) dopamine receptor (Homo sapiens), P21728; in the data active means potentiation above about 30%; further: 0% is about no effect
RXFP1 agonist: qHTS Assay for Agonists of the Relaxin Receptor RXFP1; HEK293T-RXFP1 cAMP TR-FRET, 30 min; response scale: percent of porcine relaxin response, buffer zero; 0.3% of 370,000 active; Potency, µM (series often up to 57.5 µM), without a hit: at the top dose activation, usual class: activators; Relaxin receptor 1 (Homo sapiens), Q9HBX9; further: potency means the concentration at half of the fitted maximal effect; on the % scale 0 is the no-effect control and ±100 the full control effect; nearly all actives have a fitted effect of over 60% in size; many of its hits are not listed in these tables
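HEK293T cells stably expressing RXFP1 were pretreated with the PDE4 inhibitor Ro 20174, exposed to compounds for 30 min at 37C, lysed, and cAMP was read by TR-FRET. Data normalized to buffer (basal) and 29 nM porcine relaxin (100%).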
TRHR PAM: qHTS for Small Molecule Agonists and Allosteric Enhancers of Human TRH Receptor: Primary Screen for Enhancers. enhancement, % at 2 µM. 0.66% of 360,000 active. TRHR cells, fluo-8 calcium fluorescence, EC20 TRH enhancement. AID 493056, 2011; in the data active means enhancement above about 30%; further: 0% is about no effect
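Enhancer read-out: after compound pinning and an initial kinetic agonist-mode read, an EC20 of TRH (10 nM final) was injected and fluo-8 calcium signal (Ex 480/Em 530) followed at 1 s/cycle for 100 cycles in TRHR-expressing cells.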
D1 antagonist: Antagonist of Human D 1 Dopamine Receptor: qHTS; AID 504652, 2011; D(1A) dopamine receptor (Homo sapiens), P21728; 3.2% of 360,000 active; HEK293 TREx D1 cells, calcium flux, dopamine EC80; stronger effect = lower value; activity change, negative = inhibition, % at 10 µM; in the data active means activity change below about -30%; further: on the % scale 0 is the no-effect control and ±100 the full control effect
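After overnight tetracycline induction at 30 C, force-coupled D1 HEK293 cells took up a no-wash calcium dye at room temperature. Compounds were added and monitored 180 s, and the response to EC80 dopamine was then recorded.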
Numbers without * were called inactive; & = joins results of further samples; [ ] = dose if it differs, or a comment. Unless noted, the call rests on the fitted dose curve; in most records, active means well fitted curve in the direction sought with a large enough effect; inconclusive means small, poorly fitted or top-dose-only effect, or another doubt; inactive means no such curve, though single readings can be large; an effect the other way counts as inactive or inconclusive.

COc1cc(C)ccc1OCc1cc(C(=O)NCCN2CCOCC2)no1 was read as TRHR agonist -0.1, Apoferritin bind -10%, RXFP1 antag -7, D1 ag 2, D1 PAM -7, RXFP1 agonist 0.3%, TRHR PAM -7 and D1 antagonist -11.
For Cc1ccc(NC(=S)NN2CCOCC2)c(C)c1 the results were TRHR agonist 0.3, D2 PAM 0, Apoferritin bind -8%, RXFP1 antag -4, D1 ag 2, D1 PAM -4, RXFP1 agonist 2.2%, TRHR PAM 3 and D1 antagonist -10.
`COc1ccccc1C(c1nnnn1CC1CCCO1)N1CCN(c2ccccc2)CC1` (stereo unspecified) gave TRHR agonist 0.2, D2 PAM 1, Apoferritin bind -5%, RXFP1 antag -31, D1 ag -1, D1 PAM 8, RXFP1 agonist -3.3%, TRHR PAM 6 and D1 antagonist 8.
CCCCN(CC)CCCNC(=O)c1cn(C)c(=O)c2c1c1ccccc1n2C was read as TRHR agonist 0.3&-2.1, D2 PAM 5&-2, Apoferritin bind -6%&51%, RXFP1 antag 7, D1 ag 0&0, D1 PAM 5&2, RXFP1 agonist 0.6%&-1.9%, TRHR PAM 0&17 and D1 antagonist 7&-1.
Cc1ccc(CNC(=O)C2CCC(CNS(=O)(=O)c3cccc4cccnc34)CC2)cc1 (stereo unspecified) was read as TRHR agonist -0.6, D2 PAM 7, Apoferritin bind inconclusive, RXFP1 antag -11, D1 ag 8, D1 PAM -5, RXFP1 agonist 2.1%, TRHR PAM 1 and D1 antagonist 0.
N#C/C(C(=S)Nc1ccccc1)=C1/NN=C(N2CCOCC2)N1c1ccccc1 was read as TRHR agonist 0.0, D2 PAM 0, Apoferritin bind -12%, RXFP1 antag 1, D1 ag -1, D1 PAM 5, RXFP1 agonist 2.1%, TRHR PAM 0 and D1 antagonist -4.
Screening COc1ccc(-c2cc(C(=O)Nc3sc4c(c3C#N)CCCC4)c3ccccc3n2)cc1OC returned TRHR agonist 1.3, D2 PAM -7, Apoferritin bind -4%, RXFP1 antag -7, D1 ag 2, D1 PAM -4, RXFP1 agonist 0.7%, TRHR PAM -3 and D1 antagonist -2.
Screening Cc1ccccc1Cn1c(CN2CCc3ccccc3C2)nc2c1c(=O)n(C)c(=O)n2C returned TRHR agonist 0.5, D2 PAM 8, Apoferritin bind 3%, RXFP1 antag 14, D1 ag 1, D1 PAM -4, RXFP1 agonist 2.7%, TRHR PAM -9 and D1 antagonist 24.
COc1ccc(C2CC(c3cccs3)=NN2C(=O)CSC2=NN3CCCC(=O)N=C3S2)cc1 (stereo unspecified) was read as TRHR agonist -0.3, D2 PAM -7, Apoferritin bind -5%, RXFP1 antag -4, D1 ag -3, D1 PAM -4, RXFP1 agonist 1.8%, TRHR PAM 12 and D1 antagonist -23.
`CCOC(=O)c1[nH]c(C)c(C(=O)NCc2ccc(Cl)cc2)c1C` gave TRHR agonist -0.7, D2 PAM 7, Apoferritin bind -5%, RXFP1 antag -6, D1 ag 2, D1 PAM -4, RXFP1 agonist -0.2%, TRHR PAM -8 and D1 antagonist -16.
For CCCN(Cc1cccs1)C(=O)Nc1ccccc1C the results were TRHR agonist 0.6, D2 PAM -8, Apoferritin bind -14%, RXFP1 antag -9, D1 ag 8, D1 PAM -4, RXFP1 agonist -0.2%, TRHR PAM -7 and D1 antagonist -21.
O=C(O)Cc1ccc2c(c1)N(S(=O)(=O)c1cccc(C(F)(F)F)c1)CC(C(=O)O)O2 (stereo unspecified) was read as TRHR agonist 0.0, D2 PAM 10, Apoferritin bind -7%, RXFP1 antag -6, D1 ag 2, D1 PAM -6, RXFP1 agonist 0.4%, TRHR PAM 5 and D1 antagonist 8.
CCc1ccc(N(CC(=O)N2CCCCCC2)S(C)(=O)=O)cc1 was read as TRHR agonist -0.1, D2 PAM 8, Apoferritin bind -3%, RXFP1 antag 6, D1 ag 4, D1 PAM 3, RXFP1 agonist 1.3%, TRHR PAM 0 and D1 antagonist 6.
Cc1ccc2nc3c(c(N)c2c1)CCN3C was read as TRHR agonist -0.3, D2 PAM -7, Apoferritin bind 23%, RXFP1 antag 0, D1 ag 7, D1 PAM 0, RXFP1 agonist 7.2%, TRHR PAM -1 and D1 antagonist -1.
For CCOC(=O)N1CCN(C(=O)C2CCN(Cc3nc(-c4ccccc4C)oc3C)CC2)CC1 the results were TRHR agonist -0.5, D2 PAM 7, Apoferritin bind -10%, RXFP1 antag -16, D1 ag 0, D1 PAM -10, RXFP1 agonist -0.8%, TRHR PAM 8 and D1 antagonist 0.
For CCn1c(SCC(=O)Nc2ccc(N(C)C)cc2)nnc1-c1ccco1 the results were TRHR agonist 1.1, D2 PAM -7, Apoferritin bind 1%, RXFP1 antag -15, D1 ag 0, D1 PAM 5, RXFP1 agonist -4.6%, TRHR PAM 5 and D1 antagonist 3.
COC(=O)Cc1c[nH]c2cccc(OCC(O)CN(Cc3ccc([N+](=O)[O-])cc3)C(C)(C)C)c12 (stereo unspecified) was read as TRHR agonist -0.2, D2 PAM -3, Apoferritin bind inconclusive, RXFP1 antag -13, D1 ag 0, D1 PAM 0, RXFP1 agonist 23%, TRHR PAM 1 and D1 antagonist 16.
O=C(COC(=O)c1cccnc1)c1ccc(Cl)cc1 was read as TRHR agonist -0.4, D2 PAM 6, Apoferritin bind inconclusive, RXFP1 antag 3, D1 ag 9, D1 PAM 2, RXFP1 agonist 2.9%, TRHR PAM -9 and D1 antagonist -3.
`CCC1CCCCN1Cc1ccc(OC)c(OC)c1` (stereo unspecified) gave TRHR agonist 1.3, Apoferritin bind -3%, RXFP1 antag 4, D1 ag 5, D1 PAM 3, RXFP1 agonist -0.6%, TRHR PAM -4 and D1 antagonist 2.
For CCC(=O)Nc1ccc(/C(C)=N\NC(=O)c2ccc(C)s2)cc1 the results were TRHR agonist -0.5, D2 PAM 3, Apoferritin bind -6%, RXFP1 antag 3, D1 ag 1, D1 PAM -1, RXFP1 agonist -0.6%, TRHR PAM 1 and D1 antagonist -11.
O=C(CCNC(=O)c1ccc([N+](=O)[O-])cc1)Nc1ccc(N2CCOCC2)cc1N1CCOCC1 was read as TRHR agonist -0.3, Apoferritin bind -3%, RXFP1 antag -1, D1 ag -1, D1 PAM 0, RXFP1 agonist 0.1%, TRHR PAM -6 and D1 antagonist -14.
`CCn1nc(C)c(CN2CCC(Oc3ccc(C(=O)N4CCCC4)cc3)CC2)c1C` gave TRHR agonist 0.5, D2 PAM -10, Apoferritin bind 2%, RXFP1 antag 17, D1 ag 4, D1 PAM -5, RXFP1 agonist 2.9%, TRHR PAM 1 and D1 antagonist 5.
Cc1ccc(Oc2ccccc2NC(=O)C2=COCCO2)cc1 was read as TRHR agonist -0.2, D2 PAM 0, RXFP1 antag -10, D1 ag 2, D1 PAM -4, RXFP1 agonist 3.9%, TRHR PAM -1 and D1 antagonist -8.
For CCCc1nc(SCC(=O)NC2CCCC2)c2ccccc2n1 the results were TRHR agonist -0.6, Apoferritin bind 1%, RXFP1 antag 8, D1 ag 0, D1 PAM -7, RXFP1 agonist inconclusive, TRHR PAM 2 and D1 antagonist 3.
`O=C(c1cc(-c2ccccc2)on1)N1CCCC1` gave TRHR agonist -0.2, D2 PAM 2, Apoferritin bind 0%, RXFP1 antag 2, D1 ag 2, D1 PAM -3, RXFP1 agonist 0.8%, TRHR PAM 8 and D1 antagonist -8.
COc1ccccc1CN(Cc1c(Cl)cccc1Cl)S(=O)(=O)c1ccc(Br)cc1 was read as TRHR agonist 0.2, D2 PAM 4, Apoferritin bind 6%, RXFP1 antag -4, D1 ag -2, D1 PAM -2, RXFP1 agonist 2.0%, TRHR PAM 0 and D1 antagonist 15.
`CCCCCCCC1c2c(c(C)c(C)oc2=O)Oc2c(C)c(C)oc(=O)c21` gave TRHR agonist -0.2, D1 ag -2, D1 PAM 4, RXFP1 agonist 2.7% and TRHR PAM 1.
For COc1ccc(C(=O)NC2CCN(CC(=O)Nc3cccc(C)c3)CC2)cc1OC the results were TRHR agonist -0.4, D2 PAM -4, Apoferritin bind -1%, RXFP1 antag 1, D1 ag 0, D1 PAM -6, RXFP1 agonist 1.6%, TRHR PAM -1 and D1 antagonist -3.
Cc1ccc(OCC(=O)N(Cc2ccc(Cl)cc2)Cc2ccco2)cc1C was read as TRHR agonist 3.1, D2 PAM -5, Apoferritin bind 62%[activator], RXFP1 antag -23, D1 ag 22, D1 PAM 0, RXFP1 agonist 1.2%, TRHR PAM 0 and D1 antagonist 6.
`COc1ccc(C)cc1-n1nnnc1SCc1nc2ccccc2s1` gave TRHR agonist 0.2, D2 PAM -2, Apoferritin bind -12%, RXFP1 antag -6, D1 ag 13, D1 PAM -10, RXFP1 agonist 1.0%, TRHR PAM -10 and D1 antagonist -17.

Arranged by molecular weight (falling): part of the list above
O=C(CCNC(=O)c1ccc([N+](=O)[O-])cc1)Nc1ccc(N2CCOCC2)cc1N1CCOCC1 was read as TRHR agonist -0.3, Apoferritin bind -3%, RXFP1 antag -1, D1 ag -1, D1 PAM 0, RXFP1 agonist 0.1%, TRHR PAM -6 and D1 antagonist -14.
`CCn1nc(C)c(CN2CCC(Oc3ccc(C(=O)N4CCCC4)cc3)CC2)c1C` gave TRHR agonist 0.5, D2 PAM -10, Apoferritin bind 2%, RXFP1 antag 17, D1 ag 4, D1 PAM -5, RXFP1 agonist 2.9%, TRHR PAM 1 and D1 antagonist 5.
`CCCCCCCC1c2c(c(C)c(C)oc2=O)Oc2c(C)c(C)oc(=O)c21` gave TRHR agonist -0.2, D1 ag -2, D1 PAM 4, RXFP1 agonist 2.7% and TRHR PAM 1.
`COc1ccc(C)cc1-n1nnnc1SCc1nc2ccccc2s1` gave TRHR agonist 0.2, D2 PAM -2, Apoferritin bind -12%, RXFP1 antag -6, D1 ag 13, D1 PAM -10, RXFP1 agonist 1.0%, TRHR PAM -10 and D1 antagonist -17.

A portion of the library (hit frequency here may not be typical).
